Screens: PubChem, several laboratories
Phagocytosis inh – inhibitors of macrophage phagocytosis; J774A.1 macrophage IgG-bead phagocytosis, imaging; 110,000 compounds, 0.07% hits; inhibition, % at 5 µM;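 active means inhibition above the mean of the plate negative controls plus 5 SD, cut at about 13% in these data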;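 further: phagocytic index as fraction of beads internalized from green versus red external bead signal; plate controls were DMSO negative control for no effect and cytochalasin-D positive control for full effect; some results beyond the cut were filed as inactive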
Measles CPE – protection of cells from measles virus | Measles virus-infected cells, CPE protection, absorbance | protection (pct of control), % at 4 µM | 140,000 compounds, 1.5% hits | AID 841; in the data active means protection mostly above about 24%, no sharp cut-off; inactive means mostly below about 26%; further: some compounds called inactive have numbers as strong as hits
HCT116 bCat-KO – beta-catenin-lacking colon tumor cell growth suppression; HCT116 beta-catenin knockout viability, CellTiter-Glo, 60 h; active compounds read low; viability, % at 10 µM; 140,000 compounds, 1.5% hits;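 active means viability at or under a set limit, the compound median less 4 SD, cut at about 6% in these data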;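 further: 0% = Hyamine 1622 control at 20 µM and 100% = untreated cell control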
E-sel TNF inh – blocks E-selectin expression induced by TNF alpha. AID 1246. HUVEC TNFa-induced E-selectin immunofluorescence, high content. 120,000 compounds, 0.71% hits. inhibition, % at 2 µM;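 active means inhibition above the batch mean plus 3 SD, and confirmed as a hit on visual image review, cut at about 43% in these data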;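 further: 0% = TNF-stimulated DMSO wells and 100% = unstimulated control wells; not every result past the cut was called active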
MRP-1 activ – activates MRP-1 | H69AR cells + doxorubicin, viability rescue, CellTiter-Glo | viability increase, % at 10 µM | 140,000 compounds, 0.61% hits | AID 799;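 active means viability gain under doxorubicin at or above a set limit, the compound median plus 3 SD, cut at about 4.7% in these data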;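 further: MRP-1 overexpressing cells given doxorubicin 25 µM after compound pretreatment; 18-22 h compound pretreatment then 72 h with doxorubicin before readout; 0% = doxorubicin-only wells and 100% = vehicle-treated cells without doxorubicin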
Yeast growth inh – reduces growth of yeast BB579 in restrictive medium. S. cerevisiae BB579 growth, OD615, 48 h. inhibition, % at 10 µM. 140,000 compounds, 0.51% hits. AID 804;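 active means inhibition above a set limit, 3 SD over the mean compound inhibition, cut at about 44% in these data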; further: inactives centre near -24
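controls = amphotericin B 10 µg/mL, positive | assay system = DeaD yeast strain BB579 | schedule = 48 h compound exposure at 30 °C after 4 h preincubation | detection = OD615 turbidity measurement | medium = restrictive CSMM-D medium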
HCT116 PTEN-null – PTEN-deleted cell growth suppression. 140,000 compounds, 1.2% hits. viability, % at 10 µM. HCT116 PTEN-null viability, CellTiter-Glo, 60 h; active compounds read low;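 active means viability at or below a set limit, 4 SD under the median of all tested compounds, cut at about 3.7% in these data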;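 further: PTEN knockout HCT116 line with beta catenin targeted HCT116 as companion control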
GALR2 antag – antagonists of human galanin receptor 2 (GALR2); O43603; GALR2-expressing cells, antagonist mode; inhibition, % at 4 µM; 140,000 compounds, 0.39% hits; in the data active means inhibition above about 27%;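 further: cells stimulated with galanin 1-16 at roughly its EC80; 0% = agonist challenge control and 100% = basal control without agonist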
Target sequence (O43603 whole entry, looked up): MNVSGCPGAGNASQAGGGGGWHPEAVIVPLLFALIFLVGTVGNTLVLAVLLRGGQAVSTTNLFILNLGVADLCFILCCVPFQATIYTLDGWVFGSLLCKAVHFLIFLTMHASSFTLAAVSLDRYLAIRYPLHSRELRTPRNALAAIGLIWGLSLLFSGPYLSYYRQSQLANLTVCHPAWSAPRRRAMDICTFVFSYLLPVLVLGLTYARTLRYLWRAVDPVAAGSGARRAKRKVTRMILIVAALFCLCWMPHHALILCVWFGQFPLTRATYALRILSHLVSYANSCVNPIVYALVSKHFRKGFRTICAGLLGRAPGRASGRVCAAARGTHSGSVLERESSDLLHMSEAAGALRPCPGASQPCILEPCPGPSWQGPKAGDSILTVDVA
NPY-Y2 antag – NPY-Y2 (human) receptor antagonism | 140,000 compounds, 0.99% hits | NPY-Y2 expressing cells, antagonist mode | inhibition, % at 2.7 µM | P49146; in the data active means inhibition above about 17%;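 further: 0% = vehicle with agonist challenge and 100% = reference antagonist with challenge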
Target sequence (P49146 whole entry, looked up): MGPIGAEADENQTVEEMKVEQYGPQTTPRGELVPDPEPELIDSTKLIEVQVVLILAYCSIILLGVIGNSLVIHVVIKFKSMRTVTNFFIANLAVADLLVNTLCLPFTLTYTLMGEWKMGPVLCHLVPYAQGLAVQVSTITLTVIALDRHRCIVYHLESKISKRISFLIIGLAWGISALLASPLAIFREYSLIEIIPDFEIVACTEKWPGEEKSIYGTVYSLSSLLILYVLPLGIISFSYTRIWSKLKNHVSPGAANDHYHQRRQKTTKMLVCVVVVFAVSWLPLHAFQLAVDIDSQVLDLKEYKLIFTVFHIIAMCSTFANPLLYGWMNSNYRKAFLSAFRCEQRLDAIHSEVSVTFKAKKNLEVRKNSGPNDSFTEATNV
Yeast life ext – extends the lifespan of yeast. S. cerevisiae growth with nicotinamide, OD615; deaD strain in restrictive glucose medium. inhibition of the nicotinamide effect, % at 10 µM. 130,000 compounds, 0.68% hits. AID 775;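 active means inhibition above a set limit, placed 3 SD over the median of all compounds, cut at about 26% in these data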;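 further: 0% = nicotinamide-treated wells and 100% = cells grown without nicotinamide; some compounds called inactive have numbers as strong as hits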
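System: Modified budding yeast, DeaD strain | Buffer or medium: Restrictive glucose medium | Also added: 1.5 mM nicotinamide | Doses: 10 µM single point, 0.25% DMSO | Schedule: 48 h compound exposure at 30 °C, humidified | Detection: Absorbance at 615 nm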
* marks the source's active call; other numbers are inactive results; . = no result given. No enrichment for hits (roughly 6.1% active in at least one column).

no.	SMILES	Measles CPE	GALR2 antag	NPY-Y2 antag	Yeast growth inh	Phagocytosis inh	Yeast life ext	E-sel TNF inh	HCT116 PTEN-null	HCT116 bCat-KO	MRP-1 activ
1	O=C(Oc1ccc(Cl)cc1)c1ccc(N2CCOCC2)c([N+](=O)[O-])c1	7	8	4	-4	-8	-8	9	91	96	-1.4
2	O=C(/C=C/c1ccccc1Cl)NCc1ccccc1	16	12	3	10	.	-6	-8	98	91	-1.0
3	Cn1cnnc1SCc1ccccc1	6	-8	1	-35	2	-5	.	91	88	-0.3
4	COc1cccc(/C=N/N2C(=O)CSC2=S)c1O	14	-1	0	72*	-4	-4	-12	105	93	8.0*
5	COc1ccccc1-c1nnc(Sc2nc([N+](=O)[O-])nn2C)o1	12	6	1	-20	-1	-7	.	2.4*	2.1*	-2.4
6	CCOC(=O)c1c(NC(=O)c2cc(C)oc2C)sc(C(=O)Nc2ccc(Cl)cc2)c1C	18	-9	4	-39	.	-13	-72	75	75	-0.5
7	COc1ccc(C2N(C(=O)CN3CCOCC3)CCN2S(=O)(=O)c2ccccc2)cc1 (centres undefined)	24	1	1	-13	-1	-5	.	93	81	-2.7
8	c1ccc(Nc2cc(Nc3ccccc3)[nH]n2)cc1	10	5	-5	-31	-1	-12	.	86	84	-1.9
9	COCCCn1c(SCC(=O)n2c(C)c(C)c3ccccc32)nnc1-c1ccoc1C	1	11	-2	-27	1	1	-11	96	90	-3.6
10	CC(CC(=O)O)CC(=O)Nc1ccccc1C(=O)O (centres undefined)	6	-4	1	-18	-1	-3	30	99	104	0.0
11	N#Cc1nc(-c2cccs2)oc1N1CCN(Cc2ccccc2)CC1	4	-9	8	-54	10	-21	-30	88	82	0.6
12	CCC(CC)C(=O)c1c[nH]c(C(=O)NCc2ccco2)c1	4	3	-1	-20	0	-20	.	100	103	-4.2
13	CC1Cc2cc(-c3csc(NC(=O)Cc4cccs4)n3)ccc2N1S(C)(=O)=O (centres undefined)	102*	-3	13	-17	-1	6	.	6	5.6*	1.4
14	C=CCOc1nc2c(c(=O)n(C)c(=O)n2C)n1Cc1ccc(Cl)cc1	6	9	7	-3	-3	-5	.	72	66	1.8
15	CC(=O)O/N=C/c1c(N2CCOCC2)n(C)c2ccccc12	7	9	1	79*	.	-10	15	8	12	-5.5
16	CCN(CC)c1ccc(/C=N/NC(=S)NCc2ccccc2)cc1	7	1	-2	12	.	-12	-36	74	97	-3.1
17	CC(C)Cn1c(-c2cc([N+](=O)[O-])ccc2Cl)nc2c1c(=O)[nH]c(=O)n2Cc1ccccc1	8	-11	1	-26	.	-2	-10	27	52	-4.4
18	Cc1nc(C)c(C(=O)Nc2cccc(Cl)c2)o1	20	-5	3	-6	2	-7	.	88	97	-2.4
19	CCOC(=O)Cn1nc(-c2ccc(F)cc2)oc1=O	6	2	3	-33	-1	-2	-21	97	101	1.1
20	Cc1ccc(COCCN2CCN(S(=O)(=O)c3ccc(C)cc3)CCC2=O)cc1	3	12	1	-26	.	6	38	82	88	-1.8

(more compounds)
no.	SMILES	Measles CPE	GALR2 antag	NPY-Y2 antag	Yeast growth inh	Phagocytosis inh	Yeast life ext	E-sel TNF inh	HCT116 PTEN-null	HCT116 bCat-KO	MRP-1 activ
21	O=C(CSc1nncn1-c1ccccc1)Nc1ccc(N2CCOCC2)cc1	5	-4	-3	-22	-4	-12	-12	89	95	-1.4
22	O=C1CC(O)(C(F)F)Oc2ccc3ccccc3c21 (centres undefined)	25	17	3	-42	-1	-18	-39	106	106	0.0
23	O=C(NC1CCCCC1)C(c1ccc2ncccc2c1)N(Cc1cccs1)C(=O)c1cccs1 (centres undefined)	8	-4	3	19	.	-19	.	38	50	-5.1
24	CCOC(=O)Cc1csc(NC(=O)c2cc(OC)cc(OC)c2)n1	7	1	2	-21	.	.	14	95	98	-1.5
25	COC(=O)Nc1sc2c(c1C(=O)NCc1ccco1)CCC2	11	2	3	-16	5	-4	5	76	84	-4.1
26	CC(=O)Nc1ccc(C(=O)OCC(=O)c2ccc(C)c([N+](=O)[O-])c2)cc1	4	2	0	-32	1	-11	-53	107	82	-1.6
27	CN(CCC#N)C(=O)Cn1nc(Cc2ccncc2)c2ccccc2c1=O	14	5	4	26	2	-5	5	102	103	-1.7
28	CCOc1cc(C(=S)N2CCOCC2)ccc1O	20	1	3	-58	0	-3	.	108	101	-0.5
29	CC(=O)OCc1c(COC(C)=O)[n+](=O)c2ccccc2n1[O-]	15	-6	6	-49	.	-6	-10	100	89	-0.1
30	COc1ccc(C(C(=O)NC2CCCCC2)N(Cc2cccs2)C(=O)Cc2c[nH]c3ccccc23)cc1 (centres undefined)	15	2	4	-15	.	10	8	54	70	-3.7
31	COc1cccc2cc(C(N)=O)/c(=N/NC(=O)COc3ccc(Cl)cc3)oc12	7	0	4	-20	-11	-2	.	52	43	-4.2
32	CC1CCN(c2ccc(C(=O)O)cc2)CC1	3	12	1	-28	1	-12	7	107	109	-0.5
33	C/C(=N\NC(=O)C(c1ccncc1)N1CCOCC1)c1ccc(Br)cc1 (centres undefined)	7	10	1	-36	-8	-1	.	104	89	1.9
34	CC1(c2ccccc2)NC(=O)N(CC(=O)NC(=O)NCc2ccco2)C1=O (centres undefined)	5	-5	1	4	-1	-8	2	94	103	-2.3
35	Cc1cc(N2CCN(c3cccc(C(F)(F)F)c3)CC2)n2ncnc2n1	8	1	0	-24	-2	-7	-33	69	67	-1.3
36	COc1ccc(/C=C/C(=O)NC(=S)NN2CCCCC2c2cccnc2)cc1 (centres undefined)	9	-3	44*	-24	-9	-1	.	95	97	0.4
37	O=C(CSc1nc2ccccc2s1)N/N=C/c1ccco1	14	13	7	-6	-2	-10	14	95	90	-1.2
38	N#C/C(=N\Nc1cc(Cl)cc(Cl)c1)c1nnc2n1CCCCC2	7	-16	3	-11	-2	-5	.	66	77	2.9
39	CCN(C(=O)c1cn(C)c(=O)c2cc(OC)c(OC)cc12)c1cc(C)ccc1C	6	6	5	-12	0	-7	.	92	71	-4.9
40	CCc1cc(C(=O)NNC(=S)NC(C)c2ccccc2)cs1 (centres undefined)	38	7	7	-12	.	-13	-6	70	46	-1.1

Random excerpt: 6 entries already listed
no.	SMILES	Measles CPE	GALR2 antag	NPY-Y2 antag	Yeast growth inh	Phagocytosis inh	Yeast life ext	E-sel TNF inh	HCT116 PTEN-null	HCT116 bCat-KO	MRP-1 activ
11	N#Cc1nc(-c2cccs2)oc1N1CCN(Cc2ccccc2)CC1	4	-9	8	-54	10	-21	-30	88	82	0.6
29	CC(=O)OCc1c(COC(C)=O)[n+](=O)c2ccccc2n1[O-]	15	-6	6	-49	.	-6	-10	100	89	-0.1
17	CC(C)Cn1c(-c2cc([N+](=O)[O-])ccc2Cl)nc2c1c(=O)[nH]c(=O)n2Cc1ccccc1	8	-11	1	-26	.	-2	-10	27	52	-4.4
7	COc1ccc(C2N(C(=O)CN3CCOCC3)CCN2S(=O)(=O)c2ccccc2)cc1 (centres undefined)	24	1	1	-13	-1	-5	.	93	81	-2.7
8	c1ccc(Nc2cc(Nc3ccccc3)[nH]n2)cc1	10	5	-5	-31	-1	-12	.	86	84	-1.9
15	CC(=O)O/N=C/c1c(N2CCOCC2)n(C)c2ccccc12	7	9	1	79*	.	-10	15	8	12	-5.5

Next structures.
no.	SMILES	Measles CPE	GALR2 antag	NPY-Y2 antag	Yeast growth inh	Phagocytosis inh	Yeast life ext	E-sel TNF inh	HCT116 PTEN-null	HCT116 bCat-KO	MRP-1 activ
41	Cc1ccc(N(CC(=O)N/N=C/c2cccs2)S(C)(=O)=O)cc1	12	-5	5	-32	-3	4	.	97	86	-0.9
42	CCCCOc1ccc(C(=O)OC(C)CN(C)C)cc1 (centres undefined)	14	-9	11	0	.	-9	-12	105	89	-1.4
43	O=c1oc2ccccc2n1CSc1nc2ccccc2s1	16	-9	6	-2	0	-13	.	85	83	-1.2
44	COC(=O)Cc1c(C)nc2nc(-c3ccc(C)cc3)[nH]n2c1=O	6	-12	0	-8	-1	-4	-10	95	96	-2.8
45	CCN(CC)CCCN1C(=O)C(O)=C(C(=O)c2cc3cccc(OC)c3o2)C1c1ccncc1 (centres undefined)	22	2	0	-25	-1	-2	.	101	95	1.5
46	N#C/C(=C\c1ccccc1)C(=O)NC(=O)Oc1ccccc1	4	3	4	-4	.	-6	-2	99	96	-2.5
47	COc1ccccc1NC(=O)Cn1nnc(-c2ccccc2NC(=O)c2cccs2)n1	3	0	2	-53	0	-10	.	55	29	-1.9
48	OC(COc1ccc2cc(Br)ccc2c1)CN1CCN(c2ccccn2)CC1 (centres undefined)	4	5	11	-2	6	-9	-18	78	75	-0.1
49	CC(Sc1c[nH]c2ccccc12)C(=O)O (centres undefined)	2	6	10	17	2	-12	3	92	101	-1.0
50	O=C1C2ON(c3ccccc3)C(c3cccnc3)C2C(=O)N1c1ccc(Cl)c(Cl)c1 (centres undefined)	4	-4	10	-32	-1	0	-6	102	94	0.1
51	Cc1cccc(NC(NC(=O)c2cccnc2)C(Cl)(Cl)Cl)c1 (centres undefined)	2	7	-2	-25	.	-4	8	89	103	-2.2
52	Cc1c(C)[n+](=O)c(-c2ccc(F)cc2)c(C)n1[O-]	7	11	1	-43	0	-4	-7	91	90	0.0
53	COc1ccc(CN(C(=O)CN2C(=O)COc3ccccc32)C2CCCC2)c(OC)c1	4	-7	14	-13	0	-3	6	86	81	-1.3
